MEP2-GFP yeast = yeast TOR pathway MEP2-GFP modulation; S. cerevisiae MEP2-GFP strain, flow cytometry GFP, 3 h; 100% = DMSO control level; AID 2016; actives 0.51% (n = 330,000); GFP response vs DMSO, % at 10 µM;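 active means GFP response versus DMSO above a set limit, roughly screen mean plus 3 SD, cut at about 180% in these data; inconclusive means fewer than 70 cells counted for a yeast strain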;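 further: median GFP fluorescence of the barcode-gated MEP2-GFP cells per well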
procasp3 activ = procaspase-3 (human) activation. activation, % at 8.5 µM. actives 0.11% (n = 330,000). recombinant procaspase-3 D3A, Ac-DEVD-pNA absorbance 405 nm. P42574;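 active means activation above the mean of all tested compounds plus 3 SD, cut at about 21% in these data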;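 further: 0% = DMSO alone and 100% = DMSO wells spiked with extra 5 µM PC-3 D3A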
Target sequence (P42574 whole entry D9A/D28A/D175A): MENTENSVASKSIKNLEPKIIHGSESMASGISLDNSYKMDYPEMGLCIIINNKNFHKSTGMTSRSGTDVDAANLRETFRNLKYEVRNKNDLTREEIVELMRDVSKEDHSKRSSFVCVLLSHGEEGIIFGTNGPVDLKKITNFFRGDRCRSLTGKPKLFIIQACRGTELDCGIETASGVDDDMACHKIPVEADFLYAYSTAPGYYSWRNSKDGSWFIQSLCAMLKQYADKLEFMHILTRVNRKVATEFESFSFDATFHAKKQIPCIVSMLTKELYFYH
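material = Procaspase-3 D3A mutant | probe or stimulus = Ac-DEVD-pNA | compound = single dose, 8.5 µM nominal compound, 0.8% DMSO | timing = 1 h preincubation, 2 h reaction | measured by = 405 nm absorbance of p-nitroaniline, reads at 0 and 120 min | benchmarks = DMSO-only low control, 5 µM PC-3 D3A high control | repeats = singlicate, each compound tested once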
RPL19A TOR yeast = yeast TOR pathway RPL19A-GFP modulation. actives 0.3% (n = 330,000). percent response vs DMSO, % at 10 µM. S. cerevisiae RPL19A-GFP strain, flow cytometry, 3 h; hits give low values;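 active means percent response vs DMSO below 50%; inconclusive means fewer than 70 events counted for the yeast strain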;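 further: median channel GFP fluorescence of the barcoded RPL19A-GFP strain; ratio of sample median GFP to plate DMSO average so 100% = DMSO; lower means less RPL19A-GFP as with rapamycin TOR inhibition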
proCasp7 act = counter-screen for procaspase-3 activators: activators of human procaspase-7; recombinant procaspase-7, Ac-DEVD-pNA absorbance 405 nm; D23A/D198A/D206A triple mutant, cannot self-cleave; scale: DMSO 0, 5 µM enzyme 100; P55210; activation, % at 8.5 µM; actives 0.093% (n = 330,000);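 active means percent activation above the screen-wide mean plus 3 SD, cut at about 25% in these data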
Target sequence (P55210 whole entry D23A/D198A/D206A): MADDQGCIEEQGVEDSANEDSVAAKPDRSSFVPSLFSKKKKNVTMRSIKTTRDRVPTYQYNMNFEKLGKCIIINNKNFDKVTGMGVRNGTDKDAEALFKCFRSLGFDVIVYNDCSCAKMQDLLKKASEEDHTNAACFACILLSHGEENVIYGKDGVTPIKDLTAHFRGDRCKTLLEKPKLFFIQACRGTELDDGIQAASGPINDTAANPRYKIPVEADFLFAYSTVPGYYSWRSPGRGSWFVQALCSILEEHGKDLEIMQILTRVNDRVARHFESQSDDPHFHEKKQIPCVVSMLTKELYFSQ
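Material: Procaspase-7 triple mutant (PC-7 D3A) | Quantity: 2 µM procaspase-7 mutant as dispensed | Reagent: DEVD-pNA substrate | Times: 1 h preincubation, 2 h reaction | Technique: 405 nm absorbance of p-nitroaniline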
AHR activator = activates the human aryl hydrocarbon receptor; AHR-responsive luciferase reporter cells, luminescence; actives 2.5% (n = 320,000); activation, % at 5 µM; P35869; in the data active means activation above about 47%;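 further: 0% = vehicle wells and 100% = reference agonist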
LAP4 TOR yeast = yeast TOR pathway LAP4-GFP modulation. S. cerevisiae LAP4-GFP multiplex, flow cytometry GFP, 3 h; median GFP as percent of DMSO wells. GFP response vs DMSO, % at 10 µM. actives 0.34% (n = 320,000);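 active means GFP response vs DMSO above a set limit, about the screen mean plus 3 SD, cut at about 150% in these data; inconclusive means under 70 cell events counted for the yeast strain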
GASC-1 inh = human JMJD2C demethylase inhibition | Q9H3R0 | GST-JMJD2C(1-420) H3K9me3 demethylation, DELFIA europium | inhibition, % at 2.35 µM | actives 0.069% (n = 330,000) | AID 2099;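 active means more than half of a compound's replicate wells show inhibition beyond 50%, single wells judged on their own value; inconclusive means some, but no more than half, of replicates pass 50% inhibition; inactive means no replicate passes 50% inhibition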;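 further: signal counts dimethyl H3K9 product captured on neutravidin plate; 0% = median of DMSO wells and 100% = 0.3 times that DMSO median; strong numbers were not always called active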
Target sequence (Q9H3R0 1-420 limits assumed): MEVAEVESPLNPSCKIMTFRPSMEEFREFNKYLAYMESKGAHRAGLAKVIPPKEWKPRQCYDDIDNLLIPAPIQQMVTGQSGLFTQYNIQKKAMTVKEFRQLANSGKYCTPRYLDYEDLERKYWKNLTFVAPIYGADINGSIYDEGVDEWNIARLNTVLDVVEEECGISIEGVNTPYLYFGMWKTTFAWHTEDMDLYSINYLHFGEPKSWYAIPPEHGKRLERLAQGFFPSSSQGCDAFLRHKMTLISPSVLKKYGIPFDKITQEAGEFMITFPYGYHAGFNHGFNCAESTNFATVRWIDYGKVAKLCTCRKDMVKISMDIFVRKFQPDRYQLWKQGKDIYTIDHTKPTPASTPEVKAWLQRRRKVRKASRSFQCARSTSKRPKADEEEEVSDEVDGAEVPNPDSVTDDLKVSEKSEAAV
CR mimetic SO = lowers age-related superoxide in aged yeast cells | S. cerevisiae aged cells, superoxide DHE fluorescence; hits give low values | superoxide response (% of plate mean), % at 10 µM | actives 0.18% (n = 330,000);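 active means superoxide response under a set limit, about three screen SD below normal, cut at about 65% in these data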;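 further: yeast aged for seven days with compound at 30 °C before DHE staining; 100% = average MFI of all compound-treated wells on the plate with controls excluded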
The depositor's hits bear a star; ? = inconclusive; . = no result given; & = joins results of further samples; [ ] = dose if it differs, or a comment. These rows are one share of the data; rates above refer to the full screens.

SMILES	MEP2-GFP yeast	procasp3 activ	RPL19A TOR yeast	proCasp7 act	AHR activator	LAP4 TOR yeast	GASC-1 inh	CR mimetic SO
CC12CCC3C(CCC4C/C(=N/O)CCC43C)C1CCC2O (stereo not given)	95	1	97	5	-2	101	-10	86
C[N+]1(C)CCc2cc3c(cc2[C@H]1[C@@H]1OC(=O)c2c1ccc1c2OCO1)OCO3	95&94	1&4	99&102	-3&-2	-3&1	104&103	-18&-5&1	110&100
O=C(c1cccc([N+](=O)[O-])c1)C12CN3CN(CN(C3)C1)C2	93	0	96	8	3	111	-9	101
CCCCCn1c(=O)c(C(=O)Nc2ccccc2N)c(O)c2ccccc21	116	4	109	1	16	103	7	101
COc1ccc2c(c1OC)C(=O)OC2c1c(O)n(Cc2ccc(F)cc2)c(=O)[nH]c1=O (stereo not given)	113	-19	97	-26	2	113	-18	112
COc1cc(C(C)=O)ccc1OC(=O)N(C)c1ccccc1	101	3	106	2	2	99	0	105
CCCNc1oc(-c2cccc3ccccc23)nc1C#N	96	33*	95	32*	7	101	1	82
COc1ccc(OCC(=O)N2CCN(Cc3ccc(SC)cc3)CC2)cc1	99	5	96	-4	1	95	-28	92
CCCCc1ccc2[nH]cc(CCN)c2c1	97	9	96	8	0	94	2	88
CCCNC(=O)Cn1cnc2sc(C(=O)N3CCC4(CC3)OCCO4)c(C)c2c1=O	113	-1	101	5	2	105	-6	102
CC(=O)Nc1ccc(C(c2c(O)c3ccccc3oc2=O)c2c(C)n(C)n(-c3ccccc3)c2=O)cc1 (stereo not given)	93	9	95	4	-2	90	14	110
O=C(c1ccco1)C12CN3CN(CN(C3)C1)C2	94	3	101	-2	-2	100	-1	107
Cc1ccc(C)c(OCc2cc(C(=O)N3C[C@H]4C[C@@H](C3)c3cccc(=O)n3C4)no2)c1	110	-2	99	-1	3	88	-3	109
CCOc1cc2c(cc1OCC)-n1cccc1C(c1ccc(OC)c(O)c1)NC2 (stereo not given)	106	-10	106	2	0	112	-12	108
O=C1NC(=O)N(Cc2ccc(F)cc2)C(=O)/C1=C\c1ccc([N+](=O)[O-])s1	97	-20	97	-15	2	93	-33	114
COc1cccc(-n2c(/C=C/c3ccc(O)c(O)c3)nc3ccccc3c2=O)c1	96	0	93	-16	3	109	-2	92
CN(C)c1ccc(C=C2C(=O)NC(=O)NC2=O)cc1[N+](=O)[O-]	90	-10	87	-19	3	87	-29	104
Cc1ccsc1C(=O)C1CCCN(Cc2cnc(N(C)C)s2)C1 (stereo not given)	101	-3	101	-2	5	105	-16	120
N=c1sc2c(n1Cc1ccccc1)CCCC2	97	-8	91	-4	1	95	-1	111
Cc1cc(C(=O)CS(=O)c2ccc(F)cc2)cc(C)c1OC(=O)N(C)C (stereo not given)	103	3	93	5	13	96	2	97
C=C(CO)CC1CC(O)[C@]2(C)OC3CC4OC5C[C@]6(C)O[C@]7(C)CCC8OC9C[C@]%10(C)OC%11C(C)=CC(=O)OC%11CC%10OC9C[C@@H](C)C8OC7CC6O[C@]5(C)C/C=C\C4OC3CC2O1 (stereo not given in full)	.	5	.	-2	0	.	-6	.
COc1cccc(CNCCc2cccc(F)c2)c1OC	103	-1	107	3	0	92	12	98
NC(CC(=O)O)C1CCCCC1 (stereo not given)	103	-3	93	1	-2	109	-8	94
CC(CCc1ccccc1)NC(C)C(O)c1ccc(O)cc1 (stereo not given)	92	-2	91	-3	1	111	-3	103
COc1ccc(Cc2c(O)[nH]c(=S)[nH]c2=O)cc1	101	.	103	.	.	98	-20	99

Record cards (already shown). Values in the order: MEP2-GFP yeast | procasp3 activ | RPL19A TOR yeast | proCasp7 act | AHR activator | LAP4 TOR yeast | GASC-1 inh | CR mimetic SO
Results for NC(CC(=O)O)C1CCCCC1 (stereo not given) → 103 | -3 | 93 | 1 | -2 | 109 | -8 | 94
Results for CC12CCC3C(CCC4C/C(=N/O)CCC43C)C1CCC2O (stereo not given) → 95 | 1 | 97 | 5 | -2 | 101 | -10 | 86
Results for Cc1ccsc1C(=O)C1CCCN(Cc2cnc(N(C)C)s2)C1 (stereo not given) → 101 | -3 | 101 | -2 | 5 | 105 | -16 | 120
Results for COc1cccc(CNCCc2cccc(F)c2)c1OC → 103 | -1 | 107 | 3 | 0 | 92 | 12 | 98

New compounds follow
SMILES	MEP2-GFP yeast	procasp3 activ	RPL19A TOR yeast	proCasp7 act	AHR activator	LAP4 TOR yeast	GASC-1 inh	CR mimetic SO
Cn1c(O)c(C=NCCN2CCOCC2)c(=O)[nH]c1=S	98	10	99	3	2	107	133	86
C=Cn1ccnc1P(O)(=S)c1nc(C)c(CCOC(C)=O)s1 (stereo not given)	92	0	94	-4	2	96	-1	113
O=C(Cc1ccccc1)N1CCN(Cc2ccccc2Cl)CC1	94	1	102	3	0	95	5	99
COc1ccc(CNCCc2ccccc2F)c(OC)c1C	108	14	107	-14	1	84	9	98
O=C(CCN1CCOCC1)NCC(=O)Nc1ccc(Br)cc1C(=O)c1ccccc1	105	-10	99	-4	0	105	28&-6	93
Cc1cc(C=C2C(=O)NC(=O)NC2=O)c(C)n1-c1ccc2c(c1)OCO2	72	-16	103	-9	9	93	-4	102
CSc1ccc(CNC(C)C(O)c2ccccc2)cc1 (stereo not given)	100	3	106	13	-2	107	-45	91
Cc1ccc(-n2c(O)c(/C=C/C=Nc3ccccc3)c(=O)[nH]c2=O)cc1	100	0	110	-19	-2	95	-7	79
C#CCOCOCC#CCN(CC)CC	104	-3	99	3	-1	96	-8	98
CSc1ccc(C(=O)C2CCCN(Cc3cc4ccccc4[nH]3)C2)cc1 (stereo not given)	101	-2	100	5	15	104	-9	102
O=C(CCc1nnc2ccc(NCc3ccc(F)cc3)nn12)N1CCC2(CC1)OCCO2	103	6	98	-3	-1	86	24	102
CCN(CC)C(=O)c1ccc(NC(=O)c2cccc(F)c2)cc1	96	8	99	-2	-1	101	1	99
CC1CCC(NCC(O)c2ccccc2)CC1 (stereo not given)	101	14	98	8	2	99	-6	101
CC[n+]1c(SC)ccc2cc(OC)ccc21	108	6	106	1	3	106	-1	105
O=S1(=O)CCN(CCc2c[nH]c3ccccc23)CC1	95	3	95	0	-2	100	4	110
C=C(C=O)CC1CC(O)[C@]2(C)OC3C[C@@H]4OC5C[C@]6(C)O[C@]7(C)CCC8OC9C[C@]%10(C)OC(/C(C)=C\CO)C(O)CC%10OC9CC(C)C8OC7CC6O[C@]5(C)C/C=C\C4OC3CC2O1 (stereo not given in full)	99	3	105	0	-1	103	8	104
NC(Cc1ccccc1)Cc1ccccc1	112	-7	102	-1	0	100	1	99
COP(=O)(OC)C(NS(=O)(=O)c1ccccc1)C(Cl)(Cl)Cl (stereo not given)	101	0	105	-3	-2	101	-6	106
COc1ccc2c(c1)c(C(=O)C(C)N1CCCCC1)c(C)n2C (stereo not given)	493*[may fluoresce violet]	5	17*[may fluoresce violet]	9	0	84[may fluoresce violet]	-4	124
C[C@]12CCC3C(CC[C@H]4C[C@H](O)CC[C@]34C)C1C[C@@H](O)[C@@H]2O (stereo not given in full)	102	0	101	-1	-2	89	6	85
O=C(c1cccc(N2CCCC2=O)c1)N1CCC2(CC1)OCCO2	102	1	102	-3	1	98	8	103
COC(=O)C1=C(c2ccc(-c3ccccc3)c(F)c2)C[C@@H]2CC[C@H]1N2C(=O)N1CCCCC1	91	0	96	2	-1	106	4	93
CCOP(=O)(OCC)C(NC(=O)CC(C)C)C(Cl)(Cl)Cl (stereo not given)	103	-1	103	3	3	95	17	95
Cc1ccc(S(=O)(=O)N(C)c2ccc(C(=O)NCC3(N(C)C)CCCCC3)cc2)cc1	101	1	82	3	-2	92	23	97
[O-][n+]1onc2c1CCC1N(O)CCC21O (stereo not given)	101	-2	104	-6	-4	96	-9	82

More compounds:
SMILES	MEP2-GFP yeast	procasp3 activ	RPL19A TOR yeast	proCasp7 act	AHR activator	LAP4 TOR yeast	GASC-1 inh	CR mimetic SO
N=Cc1c(O)n(-c2cccc(Cl)c2)c(=O)[nH]c1=O	100	2	100	6	1	101	1	96
O=C(COc1ccccc1)N1CCN(C2CCCC2)CC1	106	4	102	9	4	98	4	127
Cc1cc([N+](=O)[O-])c(Cl)cc1NC(=O)C(C)C	97	-14	94	0	-3	87	-8	106
C[C@H]1CC[C@H]2NCCN[C@H]2C1	100	3	102	13	5	105	7	90
O=c1cccc2n1CC1CC2CN(Cc2c(F)cccc2Cl)C1 (stereo not given)	100	-2	98	17	-2	100	8	81
Cc1cc(N2C(=O)CC(N3CCC(n4c(=O)[nH]c5ccccc54)CC3)C2=O)no1 (stereo not given)	100	-22	102	-26	1	97	0	94
O=c1[nH]c(=O)n(CCc2ccc(F)cc2)c(O)c1C=NCCCN1CCOCC1	87	-1	86	-2	-1	90	6	102
COc1ccc(CNCCc2ccc(Cl)cc2Cl)cc1	108	15	100	-12	0	97	7	101
CCOc1cc2c(cc1OCC)-n1cccc1C(c1ccccc1O)NC2 (stereo not given)	108	-2	113	9	0	106	-2	78
COc1ccc(N2C(=O)NC(=O)/C(=C/c3ccc4c(c3)Cc3ccccc3-4)C2=O)cc1	101	-12	97	-11	-11	104	13	99
Cc1ccc(N2C(=O)NC(=O)/C(=C\c3ccsc3)C2=O)cc1C	100	-12	102	-16	8	99	-9	103
CCCCn1c(O)c(C(C)=NCCCN(CC)CC)c(=O)[nH]c1=O	96	-10	101	-10	0	103	1	114
CC(NCc1ccccc1Cl)C(O)c1ccccc1 (stereo not given)	97	2	96	-1	-1	95	-5	96
CSc1ccccc1C(=O)C1CCCN(Cc2ccncc2)C1 (stereo not given)	97	2	94	12	5	96	-13	94
Cc1cc(/C=C2/C(=O)NC(=O)N(C)C2=O)c(C)n1-c1ccccc1	102	-1	97	-8	-3	103	7	87
CCc1nc(N2CCNCC2)c(C#N)c2c1CSC(C)(C)C2	102	-8	96	2	-5	97	-8	114
CCn1c(O)c(C=Nc2cc(Cl)ccc2Cl)c(=O)n(CC)c1=O	102	5	104	12	15	89	?	101
CCc1ccc(-n2c(O)c(C(C)=O)c(=O)[nH]c2=O)cc1 (tested in a mixture with another compound)	94	-14	94	-6	-1	99	-8	92
COCCNC(=O)Cn1cc(/C=C2\C(=O)NC(=O)N(c3ccccc3F)C2=O)c2ccccc21	105	-2	103	-1	12	85	0	95
COc1ccccc1/C=C1\C(=O)NC(=S)N(c2ccccc2)C1=O	104	-10	100	-12	10	91	15	90
Clc1ccccc1C1NCc2ccccc2-n2cccc21 (stereo not given)	92	9	98	8	-1	111	0	99
Cc1ccc(-c2cc(-c3ccccc3)cc(-c3ccccc3)[n+]2-c2ccccc2)cc1	105	-4	100	-4	3	94	-11	95
N#CC(C#N)=Cc1ccc(-c2ccccc2)o1	89	-5	106	-7	2	92	-2	102
CCCCn1c(O)c(C(C)=NCc2cc(OC)cc(OC)c2)c(=O)[nH]c1=O	99	-5	103	0	14	95	-5	92
NC(C(=O)O)c1cc(=O)[nH]o1 (stereo not given)	103	12	103	-7	-3	102	.	97
COc1ccccc1CN1CCCC(C(=O)c2ccccc2OC)C1 (stereo not given)	105	1	102	-1	2	91	-1	94
FC(F)=C(F)CCSc1ncn[nH]1	?	-1	88	-1	0	78	-8	87
CNc1cc(N2CCN(C)CC2)ccc1[N+](=O)[O-]	108	0	105	12	3	98	16	88
CC(=O)N(C1=NCCCS1)c1ccccc1Cl	102	6	105	2	-1	94	3	104

Source: PubChem BioAssay
